M. tuberculosis HTS = M. tuberculosis growth inhibition, HTS (AID 449762). M. tuberculosis H37Rv growth inhibition, 7H9 media; higher % means a stronger effect. 330,000 tested, 0.59% active. one-dose inhibition, % at 25 µM; IC50 in µM for titrated hits; in the data active means a potency from the dose series; inconclusive means inhibition above about 70% without an active follow-up result;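 further: bacterial growth assessed after seven days of incubation; strong numbers were not always called active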
influenza NS1A = H1N1 influenza NS1A inhibitors, functional cell based assay (AID 504329). NS1A functional cell-based assay, percent inhibition; higher % means a stronger effect. inhibition, % at 12.5 µM, or IC50 in µM where a hit was titrated. 340,000 tested, 0.3% active; in the data active means a potency from the dose series; inconclusive means inhibition above about 27% without an active follow-up result; further: strong numbers were not always called active
M. tuberculosis = growth inhibition of non-replicating M. tuberculosis (AID 488890); inhibition, % at 25 µM, or IC50 in µM where a hit was titrated; Mycobacterium tuberculosis non-replicating, growth inhibition; higher % means a stronger effect; 320,000 tested, 0.39% active; in the data active means a potency from the dose series; inconclusive means inhibition mostly from about 82% at the one dose, without a potency; inactive means the rest, 99 in 100 with inhibition below about 76%;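 further: plate controls were DMSO cells for no effect and high antibiotic wells for full effect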
VEEV TC-83 Vero = inhibitors of VEEV TC-83 cytopathic effect, confirmation, Vero cells (AID 588727) | one-dose inhibition, % at 20 µM; IC50 in µM for titrated hits | 350,000 tested, 0.13% active | Vero cells, VEEV TC-83 cytopathic effect inhibition; higher % means a stronger effect; in the data active means a potency from the dose series; inconclusive means inhibition mostly from about 14% at the one dose, without a potency; inactive means the rest, 99 in 100 with inhibition below about 12%; further: strong numbers were not always called active
Salmonella PhoP GFP = PhoP regulon inhibitors, Salmonella typhi PhoP promoter GFP reporter, confirmatory (AID 1850); Salmonella Typhi PhoP-promoter GFP reporter, fluorescence, 4 h; higher % means a stronger effect; one-dose inhibition, % at 50 µM; IC50 in µM for titrated hits; 310,000 tested, 0.33% active; in the data active means a potency from the dose series; inconclusive means inhibition mostly from about 25% at the one dose, without a potency; inactive means the rest, 99 in 100 with inhibition below about 19%;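 further: 0% = induced wells with vehicle and 100% = uninduced wells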
VEEV TC-83 Vero 10K pilot screen = further read-out of VEEV TC-83 Vero, marked with its call; inhibition, %; measured here: 10K pilot screen inhibition
* marks the source's active call; other numbers are inactive results; i = inactive; ? = inconclusive; . = no result given; & = joins results of further samples.

SMILES | M. tuberculosis HTS | influenza NS1A | M. tuberculosis | VEEV TC-83 Vero | Salmonella PhoP GFP | others
O=c1[nH]c(-c2ccccc2F)nc2c1sc(=S)n2Cc1ccccc1 | 5% | 4% | 69% | i | -8%
CC(C)(C)NC(=O)c1ccccc1NC(=O)C1CC(=O)N(C2CCCCC2)C1 (configuration not stated) | -2% | 0% | -6% | 0.7% | 9%
CCn1c(CNc2cccc(C(F)(F)F)c2)n[nH]c1=S | -2% | 3% | -1% | 0.4% | 3%
O=C(CCN1CCN(c2ccccc2F)CC1)c1ccc(Br)cc1 | ? | -4% | ? | i | 39µM*
CC(C)(C)c1ccc(NC(=O)N2CCN(c3ccc([N+](=O)[O-])cn3)CC2)cc1 | 3% | -4% | 15% | i | 1%
CCOc1cc(C(=O)Nc2ccc(C(=O)NCCN(CC)CC)cc2)ccc1OCC(=O)N1CCOCC1 | . | -12% | . | 0.5% | .
CCCC(C)c1nnc(NC(=O)C2CC(=O)N(CCc3ccc(F)cc3)C2)s1 (configuration not stated) | 4% | -7% | 27% | 1.8% | 3%
COn1c(SCc2ccc(C)cc2C)nc2ccccc2c1=O | 5% | -24% | 8% | i | -4%
Cc1ccccc1NS(=O)(=O)c1ccc2[nH]c(=O)[nH]c2c1 | -3% | . | -3% | 2.1% | -1%
Cc1ccc(S(=O)(=O)Cc2ccc(C(=O)OCc3ccccc3)cc2)cc1 | -1% | -5% | 4% | 1.8% | 5%
Cc1ccc(C(=O)NCCc2cccc(Cl)c2)cc1[N+](=O)[O-] | ? | 1% | 42% | i | -10%
CCCn1nc(C(=O)Nc2cc(S(=O)(=O)Nc3ccc(OC)cc3)ccc2O)c2ccccc2c1=O | 3% | 1% | 12% | 12% | .
COC(=O)Nc1sc2c(c1C(N)=O)CCCCCC2 | 3% | 2% | 15% | 5.2% | -9% | VEEV TC-83 Vero 10K pilot screen=0.3
COc1ccccc1NC(=O)Cn1nc(C(F)(F)F)c2c1CCCC2 | -14% | -14% | 57% | i | 2%
O=C(O)CCC(=O)Nc1ccc(-c2nc3ccc(C(=O)c4ccccc4)cc3[nH]2)cc1 | 1% | 3% | 5% | 2.1% | -2%
Cc1ccc(S(=O)(=O)n2c(N)nc3ccccc32)cc1 | 3% | -3% | 4% | 3.4% | -6%
N#Cc1ccc(C(=O)OCC(=O)Nc2cccnc2Cl)cc1 | -2% | 0% | 8% | 0.7% | .
CCCn1nnc(NC(=S)NC(=O)CC)n1 | 55% | 5% | 59% | 4.5% | 2%
COc1ccc(Cl)cc1NC(=O)CN(C)CC(=O)Nc1ccccc1N1CCOCC1 | -2% | -2% | 18% | 6.8% | 3%
O=C(NCC1COc2ccccc2O1)C1CCCN(S(=O)(=O)c2cccc3cccnc23)C1 (configuration not stated) | -9% | 11% | -25% | 8.9% | 13%
CCCS(=O)(=O)c1nc(S(=O)(=O)c2ccc(C)cc2)c(N2CCN(CCO)CC2)s1 | 1% | -10% | 11% | 2.4% | -23%
O=C(Cn1cc(C(F)(F)F)ccc1=O)N/N=C/c1ccc(Cl)cc1Cl | 0% | 4% | -5% | 0.7% | -4%
Cc1cc(C)c(NC(=O)CS(=O)CC(=O)NCCN2CCCCCC2)c(C)c1 (configuration not stated) | -3% | -8% | -8% | i | -2%
C[C@@H](N)Cc1cnc[nH]1 | -3% | -2% | 9% | i | 1%
Cc1ccccc1CSc1nc2c(c(=O)[nH]1)CCCC2 | 14% | . | 8% | . | 4%
CCCOc1ccc(C(=O)CCNc2ccc(C)c(Cl)c2)cc1 | ? | 3% | 75% | 0.9% | -6%
COc1ccc(NS(=O)(=O)c2cccc(C(=O)N3CCCCCC3)c2)cc1 | -3% | -7% | 26% | i | -5%
Cc1ccc2c(c1)c1c(c(=O)n(-c3ccccc3)c(=O)n1CC(=O)NCC1CCCO1)n2C (configuration not stated) | 13% | -2% | 1% | 0.8% | -3%
Cc1cccc(-c2nnc(NC(=O)c3ccc(N4C(=O)CCC4=O)cc3)s2)c1 | -9% | -13% | 23% | 4.6% | 7%
CCC(C)(C)n1nnnc1C(c1ccc(C)cc1)N1CCN(Cc2cccnc2)CC1 (configuration not stated) | 8% | -7% | 64% | 2.5% | 15%
CCOC(=O)[C@H]1[C@H]2COc3ccc(Br)cc3[C@@H]2N2C(=O)c3cc(Br)ccc3NC(=O)[C@@]12C | ? | -9% | -3% | 2.2% | 11%
CC(=O)Nc1ccc(S(=O)(=O)Nc2nnc(C(C)C)s2)cc1 | -17% | -8% | 8% | 0.4% | -5%
CCC(=O)NNc1ccc(Br)cc1 | ? | -3% | 56% | 0.3% | -3% | VEEV TC-83 Vero 10K pilot screen=0.6
C[C@@H]1CN([C@@H](C)CO)C(=O)Cc2cc(NC(=O)Nc3ccc4c(c3)OCO4)ccc2O[C@@H]1CN(C)C(=O)NC1CCCCC1 | 0% | 4% | 44% | 2.2% | .
COc1cccc(CN(C)CC(=O)Nc2ccccc2C(C)C)c1 | 4% | 0% | 7% | 0.1% | 9%
COc1cccc(NC(=O)CN(C)C(=O)C(CCSC)NC(=O)c2ccco2)c1 (configuration not stated) | -1% | -9% | -9% | 2.2% | .
Cc1ccc(OCCSc2nc3ccccc3n2CC(=O)O)cc1 | -4% | 1% | -3% | i | 1%
CCOc1ccc(NC(=O)c2nccnc2CO)cc1 | . | -1% | . | 1.2% | -3%
N#Cc1ccccc1S(=O)(=O)N1CCN(C(=O)c2cccc(S(=O)(=O)N3CCCC3)c2)CC1 | . | -8% | . | 1.4% | .
COc1ccccc1NC(=O)c1ccccc1NS(C)(=O)=O | -13% | 1% | -5% | 0.5% | 2%

Two compounds picked at random from those above:
SMILES | M. tuberculosis HTS | influenza NS1A | M. tuberculosis | VEEV TC-83 Vero | Salmonella PhoP GFP | others
COc1ccc(Cl)cc1NC(=O)CN(C)CC(=O)Nc1ccccc1N1CCOCC1 | -2% | -2% | 18% | 6.8% | 3%
Cc1cc(C)c(NC(=O)CS(=O)CC(=O)NCCN2CCCCCC2)c(C)c1 (configuration not stated) | -3% | -8% | -8% | i | -2%

(list continues)
SMILES | M. tuberculosis HTS | influenza NS1A | M. tuberculosis | VEEV TC-83 Vero | Salmonella PhoP GFP | others
O=C(O)CCC/C=C\C[C@@H]1[C@@H](/C=C/[C@@H](O)COc2cccc(Cl)c2)[C@H](O)C[C@@H]1O | 7% | 7% | -6% | 1.0% | -1%
O=C1c2ccccc2C(Nc2ccc(Cl)cn2)N1c1cccnc1 (configuration not stated) | -6% | -1% | 23% | 2.3% | 14%
C[C@H]1COC(=O)[C@@H](Cc2ccc(F)cc2)C/C=C\C[C@@H](CC(=O)NCCO)C(=O)N1 | -1% | 2% | 8% | 0.1% | .
Cc1nc(-c2cccc(NS(C)(=O)=O)c2)cs1 | . | 4% | . | i | -4%
COc1ccc(CN(CC(=O)NC2CCCCC2)C(=O)CCCC(=O)Nc2ccccn2)cc1 | 1% | -5% | 5% | 0.6% | 9%
O=C(O)c1ccccc1C(=O)N1CC=C(c2ccccc2)CC1 | -2% | 0% | 28% | i | -9%
O=C(CCSc1ccc(Cl)cc1)NC1CCCCC1 | -1% | 21% | 74% | 2.1% | -9%
Cc1ccc(SC2CC(=O)N(c3ccc4c(c3)OCCO4)C2=O)cc1 (configuration not stated) | 6% | 1% | 13% | 2.4% | -6%
Nc1nonc1-n1nnc(C(=O)N/N=C/c2ccncc2)c1-c1cccs1 | 6% | -2% | 4% | 1.4% | -3%
COc1cc(NC(=S)NC(=O)C(C)C)ccc1NC(=O)c1cc2ccccc2o1 | -9% | -3% | -7% | 0.1% | 5%
CCCc1cc(=O)oc2cc3occ(C)c3cc12 | 1% | 5% | -4% | 8.3% | -3%
COc1ccccc1-n1cc(-c2ccc(Cl)cc2)[nH]c1=O | 2% | 6% | -4% | 0.4% | -2%
Cc1cc(C)c(C#N)c(SCC(=O)NN2CC(=O)N(c3ccccc3F)CC2=O)n1 | 9% | 8% | -17% | 1.3% | -10%
COc1ccccc1C(=O)NCCC(=O)NCC(c1ccc(F)cc1)N1CCOCC1 (configuration not stated) | -6% | -11% | -1% | 2.4% | -1%
O=Cc1c(NC2CCCCC2)c2ccccc2[nH]c1=O | 2% | 17% | -3% | i | -2%
CCOc1ccc(NC(=O)C2CC(=O)N=C(N)S2)cc1 (configuration not stated) | -3% | 14% | -17% | 0.7% | -1% | VEEV TC-83 Vero 10K pilot screen=0.3
Cn1c(N)c(C(=O)COC(=O)/C=C/c2cccc(Br)c2)c(=O)n(C)c1=O | 0% | -8% | -34% | 9.0% | .
C/C(=N\NC(=O)c1ccncc1)c1cccc(NC(=O)c2ccc(C(C)(C)C)cc2)c1 | ? | 0% | ? | 12% | -4%
COc1cc(NC(=O)Nc2cccc([N+](=O)[O-])c2)cc(OC)c1 | -2% | 14% | 14% | 2.3% | 1%
O=C(CSc1ncccn1)N1CCc2ccccc2C1 | -2% | -2% | 66% | 0.8% | -14%
Cn1ncc([N+](=O)[O-])c1C(=O)N/N=C/c1ccc(F)cc1 | 4% | -2% | 5% | i | -2%
COc1ccc(NC(=O)Cn2nnc3sc4c(c3c2=O)CC(C)(C)OC4)cc1 | -4% | -3% | 26% | 3.3% | -11%
COc1cc(OC)cc(OC(=O)C2CCN(C(=O)c3ccc(F)cc3)CC2)c1 | 53% | -10% | 8% | 1.7% | 7%
O=C(Cn1nnc(-c2ccc(S(=O)(=O)N3CCCC3)cc2)n1)NCC1CCCO1 (configuration not stated) | 2% | -1% | 6% | 1.5% | 5%
O=c1c(-c2nnc(SCc3ccc(Cl)cc3Cl)o2)cccn1Cc1ccccc1 | 11% | -3% | 75% | i | -8%
COc1ccc(/C=C/c2nnc(NC(=O)c3ccco3)s2)cc1 | -5% | . | 6% | 2.6% | -3%
CCC(C)C(=O)Nn1c(C2CC2)nc2cc(OC)c(OC)cc2c1=O (configuration not stated) | -4% | -4% | -2% | 0.8% | 4%
CCC(=O)Nc1ccc(C(=O)Nc2ccc3c(c2)C(=O)N(CC2CCCO2)C3=O)cc1 (configuration not stated) | 70% | -5% | 52% | 1.1% | -13%
CC/C(=N\Nc1ccccc1[N+](=O)[O-])c1ccc(O)cc1 | 40% | . | 1% | 4.2% | -6%
CC1CCCN(C(=O)N2c3ccccc3Sc3ccccc32)C1 (configuration not stated) | -6% | 1% | -8% | ? | 0%
O=C(c1cccnc1Cl)N(Cc1ccccc1)Cc1ccccc1 | 0% | -18% | 12% | i | -6%
O=C(NCCC(=O)N1CCc2ccccc21)c1ccco1 | -1% | 3% | -4% | 0.0% | 3%
O=C(CCC(=O)N(CC(=O)NC1CCCCC1)c1ccc2c(c1)OCCO2)Nc1ccccn1 | -1% | . | -5% | . | -5%
COc1ccccc1S(=O)Cc1ccc(C(=O)NC2CCCC2)o1 (configuration not stated) | -4% | 5% | 2% | 3.2% | -9%
Cc1cc(-c2cc(C(=O)Nc3ccccc3)on2)nc(NCC2CC2)n1 | 10% | 8% | 5% | 0.2% | 2%
O=C(Nc1cnn(Cc2ccc(Cl)cc2)c1)C1CCCC1 | ? | 0% | 58% | i | 1%
CCN(CC)S(=O)(=O)c1cc(NC(=O)CSCc2c(C)noc2C)ccc1C | 9% | -14% | 9% | 0.7% | .
Cc1cc2ncn(CC(C)C)c2cc1C | 8% | -5% | 37% | 1.3% | 6%
CC1=CC(C)=Nc2ccc(C)cc2N1 | -1%&-1% | -10%&-16% | -3%&5% | i | -7%&-3%
N/C(COc1ccc(Cl)cc1Cl)=N\NS(=O)(=O)c1ccccc1 | -5% | 3% | -20% | 2.5% | 5%
O=C1C2CCC(C2)C1CN1CCOCC1 (configuration not stated) | . | -15% | . | 2.7% | .
Cc1cc(Cl)cc(C)c1OCCCCn1ccnc1 | ? | -19% | i | i | -6%
O=c1[nH]c(=S)n(-c2cccc(Cl)c2)c(O)c1/C=N/N1CCOCC1 | -4% | 4% | -5% | i | 13%
CCN1C(=O)/C(=C/N2CCc3ccccc32)SC1=S | 8% | -6% | -2% | 2.5% | -8%

Of the compounds above, these contain bromine.
SMILES | M. tuberculosis HTS | influenza NS1A | M. tuberculosis | VEEV TC-83 Vero | Salmonella PhoP GFP | others
O=C(CCN1CCN(c2ccccc2F)CC1)c1ccc(Br)cc1 | ? | -4% | ? | i | 39µM*
CCOC(=O)[C@H]1[C@H]2COc3ccc(Br)cc3[C@@H]2N2C(=O)c3cc(Br)ccc3NC(=O)[C@@]12C | ? | -9% | -3% | 2.2% | 11%
CCC(=O)NNc1ccc(Br)cc1 | ? | -3% | 56% | 0.3% | -3% | VEEV TC-83 Vero 10K pilot screen=0.6
Cn1c(N)c(C(=O)COC(=O)/C=C/c2cccc(Br)c2)c(=O)n(C)c1=O | 0% | -8% | -34% | 9.0% | .

High-throughput results deposited in PubChem by Southern Research Specialized Biocontainment Screening Center.
